Screening data (PubChem BioAssay)
GRP78 ERSR act: qHTS for Inducers of the Endoplasmic Reticulum Stress Response (ERSR) in Human Glioma: qHTS; Potency, µM, inactives show top-dose activation, most hits filed as activators; AID 602332, 2012; U87-MG GRP78 promoter luciferase reporter, 16 h; 420,000 tested, 0.02% active; also: potency is read from the fitted curve at half-maximal effect; series mostly up to about 76 µM; % of control where 0% means no effect; nearly all actives have a fitted effect of over 35% in size
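Stably transfected U87-MG glioma cells carrying a GRP78-based luciferase sensor; 16 h compound incubation. Luminescence end-point read 10 min after Bright-Glo addition at room temperature.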
POLK inh: qHTS for Inhibitors of Polymerase Kappa; DNA polymerase kappa (Homo sapiens), Q9UBT6; purified Pol kappa, fluorescent DNA synthesis assay, 10 min; Potency, µM (top dose mostly 107 µM), without a hit: top-dose activity, negative = inhibition, most hits filed as inhibitors; 400,000 tested, 0.53% active; also: potency is read from the fitted curve at half-maximal effect; % is scaled to controls: 0 for no effect and ±100 for the full control effect
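10 nM Pol kappa preincubated 15 min at room temperature with compounds, then reaction started with substrate at 50 nM final. Fluorescence read kinetically at 0 and 10 min; buffer-only wells served as negative control.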
LDHA inh: qHTS assay for inhibitors of human lactate dehydrogenase; L-lactate dehydrogenase A chain (Homo sapiens), P00338; purified LDHA, NADH/diaphorase-resazurin fluorescence; hits give low values; activity change, % (values are at about 110 or 230 µM); 480,000 tested, 0.15% active; in the data active = activity change below about -30%; inconclusive = mostly about -25% to -30%;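 also: plate controls were DMSO wells for no effect and wells without enzyme for full effect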
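Resorufin fluorescence (ex540/em590), read at 0 and 20 min after diaphorase/resazurin addition, reports the NADH left after a 5 min room-temperature reaction of 2 nM human LDH5 with 0.06 mM NADH and 0.2 mM pyruvate.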
POLH inh: qHTS for Inhibitors of Polymerase Eta; DNA polymerase eta (Homo sapiens), Q9Y253; recombinant Pol eta, fluorescent DNA replication assay; Potency, µM (doses to about 114 µM), inactives show at the highest dose activity change, negative = inhibition, actives largely listed as inhibitors; 390,000 tested, 1.2% active; AID 588591, 2011; also: potency is read from the fitted curve at half-maximal effect; % is scaled to controls: 0 for no effect and ±100 for the full control effect
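Pol eta (10 nM) was preincubated with compounds for 15 min at room temperature, after which fluorescent replication substrate (50 nM final) was added to start the reaction. Fluorescence was read kinetically at 0 and 10 min.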
Apoferritin bind: qHTS Assay for Identification of Novel General Anesthetics; apoferritin/1-aminoanthracene competitive binding, fluorescence; Potency, µM (highest dose often 77.5 µM), without a hit: at the highest dose activity change, negative = displacement, most hits filed as inhibitors; 350,000 tested, 0.074% active; AID 485281, 2010; also: potency is read from the fitted curve at half-maximal effect; % is scaled to controls: 0 for no effect and ±100 for the full control effect; nearly all actives have a fitted effect of over 20% in size
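Horse-spleen apoferritin (10 uM) in 50% saturated 1-aminoanthracene in PBS was incubated 10 min at room temperature with compound. Fluorescence (ex 380, em 535 nm) was normalized to free and bound 1-AMA, with concentration-response fitted by a four-parameter Hill equation.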
BLM inh: qHTS Assay for Inhibitors of Bloom's syndrome helicase (BLM). RecQ-like DNA helicase BLM (Homo sapiens), P54132. recombinant BLM DNA unwinding, fluorescence dequenching. Potency, µM (series often up to 56.1 µM), for the others: at the highest dose activity change, negative = inhibition, actives largely listed as inhibitors. 350,000 tested, 0.2% active. AID 2528, 2010;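 also: potency is read from the fitted curve at half-maximal effect; plate controls were vehicle for no effect and no enzyme for full effect; nearly all actives have a fitted effect of over 35% in size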
APE1 inh: qHTS Assay for Inhibitors of the Human Apurinic/apyrimidinic Endonuclease 1 (APE1); DNA repair nuclease/redox regulator APEX1 (Homo sapiens), P27695; recombinant APE1, TAMRA/BHQ-2 abasic DNA cleavage fluorescence; Potency, µM (top dose mostly 65.8 µM), without a hit: top-dose activity change, negative = inhibition, hits mostly inhibitors; 350,000 tested, 0.35% active; AID 2517, 2012;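 also: potency is read from the fitted curve at half-maximal effect; plate controls were vehicle for no effect and reference inhibitor for full effect; nearly all actives have a fitted effect of over 55% in size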
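Readout is kinetic fluorescence (ex 525, em 598 nm) from cleavage of 50 nM TAMRA/BHQ-2 THF abasic duplex by 0.75 nM APE1, compound added 15 min beforehand at RT.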
Pol beta inh: qHTS Assay for Inhibitors of DNA Polymerase Beta; Pol beta primer extension/strand displacement, fluorescence kinetic; Potency, µM (doses to about 114 µM), for inactives: at the highest dose activity change, negative = inhibition, actives largely listed as inhibitors; 340,000 tested, 1.3% active; AID 485314, 2010; also: potency is read from the fitted curve at half-maximal effect; % is scaled to controls: 0 for no effect and ±100 for the full control effect
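Pol beta (10 nM) and compounds were preincubated 15 min at room temperature, then 50 nM substrate (final) started primer extension/strand displacement. Reads were taken at 0 and 10 min; concentration-response data were fitted to a four-parameter Hill equation.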
POLI inh: qHTS for Inhibitors of Polymerase Iota; Pol iota fluorescent replication assay, 10 min; Potency, µM (top dose mostly 115 µM), without a hit: at the top dose activity, negative = inhibition, actives largely listed as inhibitors; 390,000 tested, 1% active; AID 588590, 2011; also: potency is read from the fitted curve at half-maximal effect
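Pol iota at 10 nM preincubated 15 min with compounds at room temperature; reaction started with fluorescent substrate, 50 nM final. Fluorescence read kinetically at 0 and 10 min; buffer-only wells as negative control.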
An asterisk follows results filed as active; ? = inconclusive; . = no result given; [ ] = another dose, or the depositor's remark. Unless noted, calls follow the shape of the dose curve; as a rule, active = well fitted curve in the direction sought with a large enough effect; inconclusive = small, poorly fitted or top-dose-only effect, or another doubt; inactive = no such curve, though single readings can be large; an effect the other way counts as inactive or inconclusive. An excerpt. The share of hits here may be higher or lower than overall.

compound	GRP78 ERSR act	POLK inh	APE1 inh	BLM inh	Apoferritin bind	POLI inh	LDHA inh	POLH inh	Pol beta inh
O=C1CC(N2CCC(O)(c3ccc(Cl)cc3)CC2)C(=O)N1 (stereo not given)	-2%	-2%	16%	0%	2%	4%	-2	-13%	30%
OC[C@H]1O[C@@H](n2cnc3c(NC4CCCC4)ncnc32)[C@H](O)[C@H]1O	.	.	-6%	.	.	-3%[58.9 µM]	.	-4%[57.1 µM]	13%[57.1 µM]
COc1ccc(C(=O)Nc2ccc(S(=O)(=O)N3CCCC3)cc2)c(OC)c1	-3%	3%	-5%	-1%	-14%	17%	-8	-12%	0%
CC1=NN2C(=N)/C(=C\c3ccc(SCc4ccccc4)o3)C(=O)N=C2S1	-2%	-14%	-4%	-13%	-17%	?	-1	?	?
NC(=O)c1ccsc1NC(=O)COC(=O)CCCOc1ccccc1	-6%	-24%	18%	.	.	3%	-4	-9%	.
COc1ccc(OC)c(-c2cc(C3CCN(c4cc(Cl)nc(N)n4)CC3)[nH]n2)c1	-9%	-5%	1%	-4%	-9%	-4%	1	-21%	2%
CCN1C(=O)C2(c3ccccc31)c1c(oc3ccc(C)cc3c1=O)C(=O)N2CCCOC(C)C (stereo not given)	0%	-25%	.	3%	-2%	15%	-4	-9%	0%
O=C(CSc1nnc(-c2ccccc2F)n1CCc1ccccc1)Nc1ccc2[nH]c(=O)[nH]c2c1	-3%	-1%	-5%	-20%	?	12%	9	?	21%
CCSc1nc2ccccc2n1CCOc1ccccc1	3%	-10%	-3%	-1%	-6%	13%	-10	-15%	-10%
O=C(CCNS(=O)(=O)c1ccccc1)NNC(=O)C1COc2ccccc2O1 (stereo not given)	-1%	-1%	4%	.	.	21%	-6	-6%	.
COC(=O)Cn1c(=NC(=O)CCS(=O)(=O)c2ccccc2)sc2c(OC)ccc(OC)c21	-4%	-28%	11%	-4%	-4%	-12%	-2	-16%	0%
CCc1nnc(NC(=O)C2CC(=O)N(Cc3ccco3)C2)s1 (stereo not given)	-3%	8%	-7%	0%	2%	30%[activator]	1	-5%	?
O=C(CCCSc1nc2sc3c(c2c(=O)[nH]1)CCC3)NCCCO	-1%	-5%	-3%	-2%	-9%	-8%	-5	-5%	12%
COc1cccc(CC(=O)NN2C(=O)NC3(CCCCC3)C2=O)c1	-2%	11%	2%	.	.	1%	2	-2%	.
CC(=O)Nc1ccc(/C=C2\C=C(C(O)c3ccc(NC(C)=O)cc3)c3ccccc32)cc1 (stereo not given)	-2%	-8%	.	.	.	-2%	6	.	.
CCOc1ccc(S(=O)(=O)NCc2ccncc2)cc1NC(=O)c1ccccc1F	-4%	-14%	1%	-7%	-7%	62%[activator]	-3	7%	-4%
Nc1c(-c2ccccc2)c(CN2CCOCC2)nn1-c1cccc([N+](=O)[O-])c1	0%	14%	-5%	-1%	-5%	9%	-2	-14%	1%
Cc1ccoc1C(=O)NCCCNC(=O)c1occc1C	-5%	-5%	-12%	0%	-16%	?	22	-28%	-5%
O=C(O)/C=C\C(=O)Nc1ccccc1C(=O)NCc1ccccc1	-4%	-16%	1%	0%	-2%	3%	2	-13%	-3%
CCCCCCCC(=O)N/N=C/c1ccc([N+](=O)[O-])o1	-3%	-27%	-6%	-5%	?	?	-14	-16%	-24%
CC(=O)c1ccc(OCC(O)CN2CC(C)OC(C)C2)cc1 (stereo not given)	-7%	-17%	-2%	-2%	-4%	-20%	-2	-2%	3%
CC(=O)NCCC(=O)Nc1nc(C)c(Cc2ccc3c(c2)OCO3)s1	4%	-7%	1%	0%	-7%	25%	-2	-20%	18%
O=c1n(Cc2cccc(C(F)(F)F)c2)c2ccccc2c2nc(-c3ccccc3)nn12	-2%	9%	.	-2%	-12%	40%[activator]	-3	-13%	21%
COc1ccccc1NC(=O)C1=C(C)Nc2nc(SCc3ccccc3)nn2C1c1ccccn1 (stereo not given)	3%	-8%	.	0%	-1%	-13%	-7	-3%	-19%
CC(=O)Nc1sc2c(c1CN1CCCC1)CCCC2	-1%	-3%	0%	-1%	-1%	63%[activator]	-8	-26%	4%

A draw from above in order of molecular weight, descending.
compound	GRP78 ERSR act	POLK inh	APE1 inh	BLM inh	Apoferritin bind	POLI inh	LDHA inh	POLH inh	Pol beta inh
COc1ccccc1NC(=O)C1=C(C)Nc2nc(SCc3ccccc3)nn2C1c1ccccn1 (stereo not given)	3%	-8%	.	0%	-1%	-13%	-7	-3%	-19%
COc1cccc(CC(=O)NN2C(=O)NC3(CCCCC3)C2=O)c1	-2%	11%	2%	.	.	1%	2	-2%	.
CC(=O)Nc1sc2c(c1CN1CCCC1)CCCC2	-1%	-3%	0%	-1%	-1%	63%[activator]	-8	-26%	4%

New compounds follow.
compound	GRP78 ERSR act	POLK inh	APE1 inh	BLM inh	Apoferritin bind	POLI inh	LDHA inh	POLH inh	Pol beta inh
Cc1nnc(NCc2cccc(Cl)c2)c2ccccc12	-2%	1%	40%	0%	?	45%[activator]	-12	-7%	3%
Cc1ccc(S(=O)(=O)NCC(=O)OC(C(=O)c2ccccc2)c2ccccc2)cc1 (stereo not given)	-2%	-18%	-11%	-4%	-23%	-7%	1	-21%	19%
C[C@@H](NC(=O)c1ncn(C)c1C(=O)N[C@H](C)c1ccccc1)c1ccccc1	-4%	8%	-2%	.	.	8%	0	?	.
CCOC(=O)c1cc(OC(=O)c2ccccc2C)n(-c2ccccc2)n1	0%	12%	.	-3%	3%	6%	2	-6%	17%
COC(=O)c1ccc(NC(=S)NCCCn2ccnc2)cc1	-1%	-7%	-5%	4%	-2%	50%[activator]	-13	-20%	0%
CCc1ccc(S(=O)(=O)NC2CC(C)(C)NC(C)(C)C2)cc1	-1%	-6%	14%	-3%	-9%	19%	-2	-1%	20%
CN1CCN(C(c2ccccc2)c2nnnn2Cc2ccccc2)CC1 (stereo not given)	4%	-4%	5%	-8%	-5%	16%	-5	7%	-1%
CC1CCCN(S(=O)(=O)c2cc3c4c(c2)CCN4C(=O)CC3)C1 (stereo not given)	0%	3%	-11%	.	.	1%	-11	2%	.
Cc1c(-n2c(SCC(=O)N(C)C3CCS(=O)(=O)C3)nc3ccccc3c2=O)c(=O)n(-c2ccccc2)n1C (stereo not given)	-1%	-12%	1%	1%	-2%	102%[activator]	-1	-19%	0%
Cc1cc(Oc2nc3c(C)cccn3c(=O)c2/C=C(\C#N)S(=O)(=O)c2ccccc2)ccc1Cl	-3%	-2%	3%	-8%	-10%	9%	-6	-18%	1%
CCNc1nc(NCC)nc(N/N=C/c2ccccc2)n1	0%	1%	-13%	-1%	-1%	-10%	-12	-4%	28%
CCCCNCc1cc(Br)c(OCC(=O)N2CCOCC2)c(OC)c1	-3%	3%	0%	0%	-6%	12%	-7	9%	91%
Cc1ccc2nc(Nc3nc(CSc4nc5ccccc5s4)cc(=O)[nH]3)nc(C)c2c1	-3%	0%	15%	2%	-2%	40%[activator]	-4	-6%	2%
Fc1ccc(/C=C2\CCCC3=C2NC(=S)NC3c2ccc(F)cc2)cc1 (stereo not given)	.	.	-1%	-4%	-7%	.	.	.	-6%
Nc1ccccc1Nc1cc(-c2ccccc2)[nH]n1	-4%	-1%	-2%	-5%	-17%	70%[activator]	-6	-17%	-25%
CC12C=C(/C=C/CCc3ccco3)C(C)(C1)C(CCc1ccco1)CC2=O (stereo not given)	-3%	.	?	?	-10%[15.3 µM]	.	.	.	.
C=CCN(c1ccc(C(=O)Nc2cccc(C)c2)cc1)S(C)(=O)=O	8%	-19%	21%	-4%	-6%	14%	-5	-1%	42%
N=c1n(CCO)c2ccccc2n1Cc1ccc(Cl)cc1	-5%	-4%	0%	4%	-16%	-7%	-4	-9%	14%

Ordered by the number under Pol beta inh (ascending): 3 from the list above.
SMILES	GRP78 ERSR act	POLK inh	APE1 inh	BLM inh	POLI inh	LDHA inh	POLH inh	Pol beta inh
CN1CCN(C(c2ccccc2)c2nnnn2Cc2ccccc2)CC1 (stereo not given)	4%	-4%	5%	-8%	16%	-5	7%	-1%
Cc1c(-n2c(SCC(=O)N(C)C3CCS(=O)(=O)C3)nc3ccccc3c2=O)c(=O)n(-c2ccccc2)n1C (stereo not given)	-1%	-12%	1%	1%	102%[activator]	-1	-19%	0%
CCOC(=O)c1cc(OC(=O)c2ccccc2C)n(-c2ccccc2)n1	0%	12%	.	-3%	6%	2	-6%	17%
